CD40 NFkB inh – CD40 pathway inhibition in BL2 cells; BL2 NF-kB luciferase reporter, CD40L-induced, 4 h; inhibition, % at 10 µM; actives 0.94% (n = 83,000);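 active means mean inhibition of at least 50% with a set share of replicates also reaching that level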;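 further: 0% = neutral control wells and 100% = IKK inhibitor VII at 50 µM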
The depositor's hits bear a star; & = joins results of further samples; ! = not active in a repeat; [ ] = dose if it differs, or a comment.

How did CCOC(=O)Cn1c(=O)c2c(nc(N3CCCCC3)n2C)n(C)c1=O do in these assays?
CD40 NFkB inh: 1

What do the screens show for `Cc1noc(C)c1NC(=O)N(C)C[C@H]1Oc2ccc(NC(=O)CCCN(C)C)cc2C(=O)N([C@@H](C)CO)C[C@H]1C`?
CD40 NFkB inh: 8[25 µM]

What do the screens show for `CCCNC(=O)N1C[C@@H]2[C@H](c3ccccc31)[C@@H](CO)N2C(=O)C1CCOCC1`?
CD40 NFkB inh: -9[25 µM]

How did Cc1ccccc1NC(=O)Cc1nc(COC(=O)CSc2ccc(F)cc2)cs1 do in these assays?
CD40 NFkB inh: -9

Results for C[C@@H](C(=O)NCCCCCC(=O)O)n1nnc2ccccc2c1=O ?
CD40 NFkB inh: -7

Results for CN1CCN(c2nc(-c3cccs3)cc(C(F)(F)F)n2)CC1 ?
CD40 NFkB inh: 10

Results for O=C(Cn1c(C(=O)O)cc2ccccc21)c1ccccc1 ?
CD40 NFkB inh: 4

How did OCCN1CCN(c2nc(-c3ccccc3)nc3c2oc2ccccc23)CC1 do in these assays?
CD40 NFkB inh: -36

Results for COCCCN(C(=O)c1cc2c(s1)CCCCC2)c1c(N)n(Cc2ccccc2)c(=O)[nH]c1=O ?
CD40 NFkB inh: 4

What do the screens show for `O=C(Nc1cccc(S(=O)(=O)N2CCCCCC2)c1)c1cncc(Br)c1`?
CD40 NFkB inh: 22

Results for CC(c1ccco1)N(C(=O)c1ccc(S(=O)(=O)N2CCCCC2)cc1)c1ccccn1 (configuration not stated) ?
CD40 NFkB inh: -2

What do the screens show for `CC(C)c1csc(CN2CCC(C(=O)Nc3cccc(-c4ccco4)c3)CC2)n1`?
CD40 NFkB inh: -1

Results for Cc1ccc(C2(C(F)(F)F)NC(=O)N3CCCN=C3S2)cc1 (configuration not stated) ?
CD40 NFkB inh: 4

Results for Nc1nonc1-c1nc2ccccc2n1CC(=O)N1CCN(c2ccc(F)cc2)CC1 ?
CD40 NFkB inh: 12

How did O=C(Cn1cnc2ccccc21)N/N=C/c1ccco1 do in these assays?
CD40 NFkB inh: 8

Gathered by group, the entries above containing a COOH group (2)
Results for C[C@@H](C(=O)NCCCCCC(=O)O)n1nnc2ccccc2c1=O ?
CD40 NFkB inh: -7

Results for O=C(Cn1c(C(=O)O)cc2ccccc21)c1ccccc1 ?
CD40 NFkB inh: 4

Going on with the list.
What do the screens show for `Cc1csc2c(=O)n(CCO)c(=O)[nH]c12`?
CD40 NFkB inh: 4

How did CC(C)(C)NC(=O)NC12CC3CC(CC(C3)C1)C2 do in these assays?
CD40 NFkB inh: -14

How did CC1(C)Cc2c(sc3ncn4nc(-c5ccco5)nc4c23)CO1 do in these assays?
CD40 NFkB inh: 13

What do the screens show for `COc1ccc(S(=O)(=O)Nc2ccc3c(c2)C(=O)N([C@@H](C)CO)C[C@H](C)[C@H](CN(C)Cc2ccc(C(F)(F)F)cc2)OCCCC[C@@H](C)O3)cc1`?
CD40 NFkB inh: 20[25 µM]

How did CCOc1ccc(OCC(=O)NCCS(=O)(=O)N2CCN(c3ccccc3)CC2)cc1 do in these assays?
CD40 NFkB inh: -2

What do the screens show for `O=S(=O)(NCCC1=CCCCC1)c1ccccc1Br`?
CD40 NFkB inh: -5

What do the screens show for `O=C(NC1CCCCCC1)c1ccco1`?
CD40 NFkB inh: 7

What do the screens show for `CC1(C)CC(C2N3CC4(C)CN2CC(C)(C3)C4=O)CCO1` (configuration not stated)?
CD40 NFkB inh: 25

How did O=C(Nc1nc2ccccc2[nH]1)c1cc2ccccc2o1 do in these assays?
CD40 NFkB inh: -86

How did N#Cc1ccc(-c2ccc3c(c2)[C@H]2[C@H](CCN2C(=O)c2ccc4c(c2)OCO4)[C@H](CO)N3)cc1 do in these assays?
CD40 NFkB inh: -24[25 µM]

How did COc1ccc(C(=O)Nc2nc(CC(=O)NCCc3ccccc3)cs2)cc1 do in these assays?
CD40 NFkB inh: -29

Results for O=C(Nc1ccccc1Cl)N1[C@@H]2CNC[C@H]1C2c1ccc(/C=C/c2ccccc2)cc1 (some centres not stated) ?
CD40 NFkB inh: 58*!

What do the screens show for `COc1c(C(=O)Nc2nccs2)ccc2ccccc12`?
CD40 NFkB inh: -101

What do the screens show for `NS(=O)(=O)Cc1noc2ccccc12`?
CD40 NFkB inh: -1[25 µM]

How did Cc1cc(N2CCCCC2)nc2c(C)cccc12 do in these assays?
CD40 NFkB inh: 1

What do the screens show for `CC(C)(C)c1ccc(C(=O)NCc2ccccc2)cc1`?
CD40 NFkB inh: -62

What do the screens show for `O=c1c2ccccc2n2c(-c3ccc(F)cc3)nnc2n1Cc1ccccc1`?
CD40 NFkB inh: 5

Results for CN1CCN(C(=O)c2cc3nc(-c4ccco4)cc(C(F)(F)F)n3n2)CC1 ?
CD40 NFkB inh: 3

How did C[C@H]1CN([C@@H](C)CO)C(=O)CCCn2cc(nn2)CO[C@@H]1CN(C)C(=O)Nc1ccc(N2CCN(C)CC2)cc1 do in these assays?
CD40 NFkB inh: -3

How did Cc1ccccc1NS(=O)(=O)c1ccc(C(=O)N2CCCC2)cc1 do in these assays?
CD40 NFkB inh: -1

Results for O=C(Nc1ccccn1)c1ccco1 ?
CD40 NFkB inh: 2

Results for CCS(=O)(=O)N[C@@H]1CC[C@@H](CC(=O)N2CCCCC2)O[C@@H]1CO ?
CD40 NFkB inh: 10[25 µM]

How did CCN(CC(=O)Nc1ccc(NC(C)=O)cc1)C(=O)c1cccc(Oc2ccccc2)c1 do in these assays?
CD40 NFkB inh: 6

How did COC(=O)c1cc(S(=O)(=O)Nc2cccc(OC)c2)cn1C do in these assays?
CD40 NFkB inh: 2

Results for O=C(Cn1c(=O)cnc2ccccc21)Nc1cc(Cl)ccc1N1CCOCC1 ?
CD40 NFkB inh: 0

What do the screens show for `COc1cccc(CN2[C@@H]3CNC[C@H]2C3c2ccc(-c3cccc(OC)c3)cc2)c1` (some centres not stated)?
CD40 NFkB inh: -11&-2

What do the screens show for `Cc1ccc(N2CC(C(=O)Nc3cccnc3)CC2=O)cc1` (configuration not stated)?
CD40 NFkB inh: 5

Results for C[C@H]1CN([C@@H](C)CO)C(=O)CCCn2nncc2CO[C@@H]1CN(C)C(=O)c1ccccc1 ?
CD40 NFkB inh: -1

Results for O=C(Nc1ccc(S(=O)(=O)NCCc2ccccc2)cc1)c1ccncc1 ?
CD40 NFkB inh: 21

How did O=C(c1ccco1)N1CCN(Cc2nc3ccccc3[nH]2)CC1 do in these assays?
CD40 NFkB inh: -3

How did c1ccc(-c2nc3ccccc3nc2N2CCOCC2)cc1 do in these assays?
CD40 NFkB inh: -4

How did Cn1nc(C(C)(C)C)c([N+](=O)[O-])c1C(=O)NC(C)(C)C do in these assays?
CD40 NFkB inh: 4

Results for CCCCCn1c(CCNC(=O)CCC)nc2ccccc21 ?
CD40 NFkB inh: 5

Results for CN(C)C(=O)c1ccc(-c2ccc(C3[C@@H]4CN(S(=O)(=O)c5cccc(Cl)c5)C[C@H]3N4)cc2)cc1 (some centres not stated) ?
CD40 NFkB inh: -3

How did O=S(=O)(c1cc(F)ccc1F)N1CCN(c2ncnc3ccccc23)CC1 do in these assays?
CD40 NFkB inh: 8

What do the screens show for `COc1ccc(C(=O)C[n+]2ccc(-c3nnc4n3CCCCC4)cc2)cc1`?
CD40 NFkB inh: -8

What do the screens show for `O=C(COC(=O)CNC(=O)c1ccccc1F)NC1CC1`?
CD40 NFkB inh: 5

Results for O=C(Nc1ccc(Cl)cn1)c1cccc(OCc2ccccc2)c1 ?
CD40 NFkB inh: -1

Results for CC1CCN(C(=O)c2ccc(NS(=O)(=O)c3ccc4[nH]c(=O)[nH]c4c3)cc2)CC1 ?
CD40 NFkB inh: 9

Results for COc1ccc(CC(=O)OCC(=O)Nc2ncc(Cl)c(C)c2Cl)cc1 ?
CD40 NFkB inh: -12

Results for COc1cc(C(=O)O[C@H]2CC(C)=CC[C@@]3(C)CC[C@@](O)(C(C)C)[C@H]23)ccc1O ?
CD40 NFkB inh: 52*

Results for CC(=O)C1(C)C(=O)N(c2ccc(C)cc2)C(=O)N1c1ccc(C)cc1 (configuration not stated) ?
CD40 NFkB inh: -10

How did CC(=O)c1ccc(NC(=O)C(C)NCc2ccc(Cl)cc2)cc1 (configuration not stated) do in these assays?
CD40 NFkB inh: 0

How did N#CCC(=O)Nc1ccccc1C(=O)O do in these assays?
CD40 NFkB inh: 5

Results for CCOC(=O)c1c(C)n(C)c2cc(Br)c(O)c(O)c12 ?
CD40 NFkB inh: -78

Of the compounds above, three contain bromine:
What do the screens show for `O=C(Nc1cccc(S(=O)(=O)N2CCCCCC2)c1)c1cncc(Br)c1`?
CD40 NFkB inh: 22

What do the screens show for `O=S(=O)(NCCC1=CCCCC1)c1ccccc1Br`?
CD40 NFkB inh: -5

Results for CCOC(=O)c1c(C)n(C)c2cc(Br)c(O)c(O)c12 ?
CD40 NFkB inh: -78

Returning to the listing, starting 2 compounds before the break.
How did N#CCC(=O)Nc1ccccc1C(=O)O do in these assays?
CD40 NFkB inh: 5

Results for CCOC(=O)c1c(C)n(C)c2cc(Br)c(O)c(O)c12 ?
CD40 NFkB inh: -78

What do the screens show for `CCC(=O)OCC(=O)Nc1ccc([N+](=O)[O-])cc1OC`?
CD40 NFkB inh: 12

What do the screens show for `O=C(Nc1cccc(-c2nc3ccccc3o2)c1)c1cccnc1`?
CD40 NFkB inh: -2

What do the screens show for `CCCN(C(=O)COC(=O)CC1CCCCC1)c1c(N)n(Cc2ccccc2)c(=O)[nH]c1=O`?
CD40 NFkB inh: 15

What do the screens show for `CN1C(=O)c2cc(NS(=O)(=O)c3ccccc3F)ccc2OC[C@@H]2O[C@H](CC(=O)NC3Cc4ccccc4C3)CC[C@@H]21`?
CD40 NFkB inh: 21[25 µM]

How did CC(=O)N1[C@@H]2c3cccc(=O)n3C[C@H]1[C@H](CO)[C@H]2C(=O)NCc1ccc(F)cc1 do in these assays?
CD40 NFkB inh: -11[25 µM]

How did Nc1ccccc1SCC(O)Cn1ccc2ccccc21 (configuration not stated) do in these assays?
CD40 NFkB inh: -6

How did CC(C)c1cccc(-c2csc(C(O)c3cccc(Cl)c3)n2)c1 (configuration not stated) do in these assays?
CD40 NFkB inh: 14

What do the screens show for `Cc1cc(C)nc(NCC(O)COc2ccccc2C)n1` (configuration not stated)?
CD40 NFkB inh: -3

What do the screens show for `CC(C)OC(=O)N(C)C[C@@H]1OCc2ccccc2-c2c(n(C)c3ccccc23)C(=O)N([C@@H](C)CO)C[C@@H]1C`?
CD40 NFkB inh: 11

How did Cc1nccc(-c2cccc(NC(=O)c3ccccc3Cl)c2)n1 do in these assays?
CD40 NFkB inh: 9

What do the screens show for `Cc1onc(-c2ccccc2)c1C(=O)NCCc1ccncc1`?
CD40 NFkB inh: 1

Results for COc1ccccc1CNC(=O)CSc1nc2c(oc3ccccc32)c(=O)n1CC1CCCO1 (configuration not stated) ?
CD40 NFkB inh: -1

Results for Cc1cccc(NC(=O)CN2C(=O)NC3(CCCCCCC3)C2=O)c1C ?
CD40 NFkB inh: 8

What do the screens show for `O=C(c1ccc(-c2ccccc2Cl)o1)N1CCCCCCC1`?
CD40 NFkB inh: 41

What do the screens show for `CCCNC(=O)N(C)C[C@H]1Oc2cc(C#C[C@@H](C)O)ccc2S(=O)(=O)N([C@H](C)CO)C[C@@H]1C`?
CD40 NFkB inh: -11[25 µM]

What do the screens show for `COCCNC(=O)/C(C#N)=C/c1nc(N(C)C)n(-c2ccc(F)cc2)c1Cl`?
CD40 NFkB inh: 3

Results for O=C(CN1CCN(c2ccccn2)CC1)N1c2ccccc2CCc2ccccc21 ?
CD40 NFkB inh: -2

What do the screens show for `O=C(Nc1cccc([N+](=O)[O-])c1)C1C2CC/C=C\CCC21` (configuration not stated)?
CD40 NFkB inh: -2

What do the screens show for `Cc1ccc(NC(=O)c2oc3ccccc3c2COC(C)C)cc1S(=O)(=O)N1CCOCC1`?
CD40 NFkB inh: 13

What do the screens show for `CCN(C(=O)COC(=O)CCC1CCCC1)c1c(N)n(Cc2ccccc2)c(=O)[nH]c1=O`?
CD40 NFkB inh: 6

How did O=S(=O)(N[C@@H]1C[C@H]2CC[C@@H]1C2)c1cccs1 do in these assays?
CD40 NFkB inh: 3

How did O=C(Nc1ccccc1)Nc1ccc2ccccc2c1 do in these assays?
CD40 NFkB inh: -81

What do the screens show for `COc1c(C(=O)Nc2ccc(Cc3ccncc3)cc2)ccc2ccccc12`?
CD40 NFkB inh: -25

What do the screens show for `Cc1cc(Br)ccc1NC(=O)CN(C)C(=O)CN1C(=O)NC(C)(C2CC2)C1=O` (configuration not stated)?
CD40 NFkB inh: 5

How did CN(C)c1ccc(S(=O)(=O)NCC(=O)N2CCN(c3ccccc3)CC2)cc1[N+](=O)[O-] do in these assays?
CD40 NFkB inh: -15

What do the screens show for `OC(COc1ccc2c(c1)CCC2)CN1CCN(c2ccccc2F)CC1` (configuration not stated)?
CD40 NFkB inh: 8

What do the screens show for `Cc1ccc(S(=O)(=O)NCCC(=O)OC(C)C(=O)NC2CC2)cc1` (configuration not stated)?
CD40 NFkB inh: 3

From PubChem BioAssay

Only part of the results is shown; rates above refer to the full screens.
